Screens deposited in PubChem BioAssay by several laboratories.
core dimer inh: inhibitors of HCV core protein dimerization, primary screen, biochemical, TR-FRET, high-throughput. TR-FRET GST/Flag-core106 dimerization, 1536-well. inhibition, % at 5 µM. hit rate 0.33% among 300,000. AID 1899, 2009;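 active means inhibition above the mean of all tested compounds plus 3 SD, set per screening campaign, cut at about 45% in these data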
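Assay system: tagged HCV core106 pair (GST and Flag); medium: KF-containing HEPES buffer, pH 7.45, DTT, CHAPS, BSA; also added: Eu donor and XL665 acceptor anti-tag antibodies; dosing: 5 µM single dose; timing: compound-protein-antibody incubation 4 h at 22.5 °C; signal: TR-FRET 671 and 617 nm emission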
proCasp3 act: activators of human procaspase-3 D3A mutant, primary screen, biochemical, absorbance, PC-3 D3A mutant, single concentration; Caspase-3 (Homo sapiens), P42574; recombinant procaspase-3 D3A, Ac-DEVD-pNA absorbance 405 nm; activation, % at 8.5 µM; hit rate 0.11% among 330,000; AID 463141, 2010;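 active means activation above the mean of all tested compounds plus 3 SD, cut at about 21% in these data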;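 further: 0% = DMSO alone and 100% = DMSO wells spiked with extra 5 µM PC-3 D3A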
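Technique: 405 nm absorbance of p-nitroaniline, reads at 0 and 120 min; Test system: Procaspase-3 D3A mutant; Incubation: 1 h enzyme-compound preincubation, then 2 h substrate reaction, 25 °C; Repeats: singlicate, each compound tested once; Benchmarks: low control DMSO wells, high control DMSO plus 5 µM PC-3 D3A.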
procasp7 counter: procaspase-7 activators, primary screen, counter-screen for procaspase-3 activator project, biochemical, absorbance, HTS, human | Caspase-7 (Homo sapiens), P55210 | recombinant procaspase-7, Ac-DEVD-pNA absorbance 405 nm; D23A/D198A/D206A triple mutant, cannot self-cleave; scale: DMSO 0, 5 µM enzyme 100 | activation, % at 8.5 µM | hit rate 0.093% among 330,000 | AID 463210, 2010;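 active means percent activation above the screen-wide mean plus 3 SD, cut at about 25% in these data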
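Assay system: Uncleavable procaspase-7 mutant enzyme; Input: 2 µM procaspase-7 mutant as dispensed; Also added: DEVD-pNA substrate; Medium: Zinc-free HEPES pH 7.4 with 300 mM NaCl, 0.01% Triton X-100; Timing: 1 h compound preincubation, 2 h substrate cleavage, 25 °C; Measured by: Epi-absorbance of released pNA at 405 nm, two timepoints.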
PP5 primary: PP5 phosphatase inhibitors, primary screen, biochemical, fluorescence; Serine/threonine-protein phosphatase 5 (Homo sapiens), P53041; purified PP5c, OMFP substrate fluorescence; inhibition, % at 6.7 µM; hit rate 0.18% among 320,000; AID 1987, 2009;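 active means inhibition above the campaign's mean inhibition across all tested compounds plus 3 SD, cut at about 9.5% in these data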;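 further: 0% = DMSO only and 100% = 100 µM cantharidin control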
Target sequence (P53041 whole entry, looked up): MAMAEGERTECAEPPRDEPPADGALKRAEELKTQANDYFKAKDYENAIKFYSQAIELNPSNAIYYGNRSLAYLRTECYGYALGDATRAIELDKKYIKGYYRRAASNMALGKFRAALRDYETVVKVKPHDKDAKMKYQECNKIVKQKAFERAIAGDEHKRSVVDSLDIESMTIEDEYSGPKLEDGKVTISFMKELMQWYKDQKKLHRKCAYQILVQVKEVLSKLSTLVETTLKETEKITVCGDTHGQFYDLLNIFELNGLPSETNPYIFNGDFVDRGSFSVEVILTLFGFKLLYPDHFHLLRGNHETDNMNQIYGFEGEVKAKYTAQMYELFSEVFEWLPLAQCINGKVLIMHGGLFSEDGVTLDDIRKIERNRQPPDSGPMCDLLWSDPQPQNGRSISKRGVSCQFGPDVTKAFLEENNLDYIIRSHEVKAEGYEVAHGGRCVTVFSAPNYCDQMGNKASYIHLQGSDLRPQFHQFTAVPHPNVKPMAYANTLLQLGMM
CTSL1 counter: Fasciola hepatica cathepsin L1 inhibitors, primary screen, counter-screen for PFM18AAP inhibitor project, biochemical, QFRET, fluorogenic peptide substrate | recombinant F. hepatica cathepsin L1, Z-Leu-Arg-MCA fluorescence | inhibition, % at 5.96 µM | hit rate 0.49% among 300,000;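 active means inhibition above the mean of all tested compounds plus 3 SD, set per screening campaign, cut at about 17% in these data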;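 further: 0% = plate median of test compound wells and 100% = 1 µM Z-Phe-Ala-diazomethylketone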
TPT1 inh: Candida albicans TPT1 enzyme inhibitors, primary screen, biochemical, fluorescence polarization; tRNA 2'-phosphotransferase TPT1 (Candida albicans SC5314); recombinant caTPT1, FP RNA substrate dephosphorylation; inhibition, % at 5 µM; hit rate 0.81% among 300,000; AID 1962, 2009;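 active means inhibition above the mean of all tested compounds plus 3 SD, set per screening campaign, cut at about 24% in these data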;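 further: plate controls were DMSO alone for no effect and ferristatin control at 100 nM for full effect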
Efflux pump inh: inhibitors of Candida efflux pumps in yeast, primary screen, S. cerevisiae, Nile Red, multiplex; S. cerevisiae Candida pump triplex; inhibition, % at 10 µM; hit rate 0.44% among 330,000;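 active means plate passing quality check with inhibition over a set limit, or well fluorescence over plate mean plus 4 SD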;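 further: Nile Red retained in pooled yeast measured as flow cytometry median fluorescence; 0% = buffer negative control and 100% = Enniatin B positive control; higher means more Nile Red kept so more efflux inhibition; some compounds called inactive have numbers as strong as hits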
GASC-1 inh: inhibitors of GASC-1 histone demethylase, primary screen, biochemical, fluorescence, DELFIA europium | inhibition, % at 2.35 µM | AID 2099, 2009 | Lysine-specific demethylase 4C (Homo sapiens), Q9H3R0 | GST-JMJD2C(1-420) H3K9me3 demethylation | hit rate 0.069% among 330,000;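 active means more than half of a compound's replicate wells show inhibition beyond 50%, single wells judged on their own value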;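 further: signal counts dimethyl H3K9 product captured on neutravidin plate; 0% = median of DMSO wells and 100% = 0.3 times that DMSO median; strong numbers were not always called active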
Target sequence (Q9H3R0 1-420 limits assumed): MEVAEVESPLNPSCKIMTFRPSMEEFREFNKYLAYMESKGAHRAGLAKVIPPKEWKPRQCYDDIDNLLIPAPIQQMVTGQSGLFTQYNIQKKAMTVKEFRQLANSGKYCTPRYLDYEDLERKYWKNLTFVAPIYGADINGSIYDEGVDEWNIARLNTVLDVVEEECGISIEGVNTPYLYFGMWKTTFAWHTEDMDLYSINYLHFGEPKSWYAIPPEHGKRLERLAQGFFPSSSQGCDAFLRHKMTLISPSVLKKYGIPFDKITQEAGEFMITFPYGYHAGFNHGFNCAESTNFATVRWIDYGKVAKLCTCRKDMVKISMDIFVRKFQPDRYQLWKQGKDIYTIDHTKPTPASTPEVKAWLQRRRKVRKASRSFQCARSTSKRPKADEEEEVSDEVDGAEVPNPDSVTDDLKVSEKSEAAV
PP1 inh: PP1-alpha phosphatase inhibitors, primary screen, counter-screen for PP5 inhibitor project, biochemical, fluorescence, OMFP substrate, single point | Serine/threonine-protein phosphatase PP1-alpha catalytic subunit (Homo sapiens), P62136 | hit rate 0.9% among 320,000 | purified PP1alpha | inhibition, % at 6.7 µM;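 active means inhibition above the mean inhibition of all tested compounds plus 3 SD, computed separately for each screening campaign, cut at about 15% in these data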
Starred values were filed as active, the others as inactive; / = not tested or not shown; & = joins results of further samples.

SMILES | core dimer inh | proCasp3 act | procasp7 counter | PP5 primary | CTSL1 counter | TPT1 inh | Efflux pump inh | GASC-1 inh | PP1 inh
Cc1ccc(NC(=O)Cn2nnc3ccccc32)c(C)c1 | -2.4 | 0.0 | 6.3 | 2.2 | -0.5 | -6.5 | 0.1 | 3.5 | -3.1
CCc1ccc(/C=N/NC(=O)c2nnn(-c3nonc3N)c2CN2CCc3ccccc32)cc1 | 24.4 | -3.0 | 6.1 | 2.5 | 1.2 | -2.0 | 0.0 | -10.7 | 9.3
NC1CCN(c2c(F)cc3c(=O)c(C(=O)O)cn(C4CC4)c3c2Cl)C1 (configuration not stated) | 3.1 | -4.9 | 6.4 | -2.5 | -4.8 | -0.6 | 0.2 | 1.0 | 4.2
CCCCCC(=O)OCCc1c(C)nc2nc[nH]n2c1=O | 0.1 | 0.5 | 0.2 | 0.1 | 1.6 | -1.1 | 0.0 | -4.4 | -3.3
CN(C)S(=O)(=O)c1cc(C(=O)NCCCn2ccc3ccccc32)ccc1Cl | 11.5 | 2.7 | 4.3 | 0.9 | 3.5 | 1.3 | -0.1 | 6.5 | 3.0
O=C(/C=C/c1ccc(OC(F)F)cc1)Nc1cccc(S(=O)(=O)NC2=NCCCCC2)c1 | 3.2 | 6.3 | -6.6 | 4.2 | -2.1 | -2.7 | -9.1 | 3.0 | 1.7
CCCCCOC(=O)c1c(N)n(CCOC)c2nc3ccccc3nc12 | -4.5 | -0.2 | -11.9 | 5.0 | -3.0 | 1.5 | 0.1 | -2.6 | 1.1
COc1ccc(OCCCC(=O)Nc2nccs2)cc1 | -4.4 | 4.3 | -1.5 | 0.9 | -3.3 | -1.3 | -0.1 | -4.9 | -3.4
O=C(NC1CCCCC1)C1CCN(C(=O)c2ccc(-c3ccccc3)cc2)CC1 | 0.1 | -2.2 | 3.4 | -0.6 | -2.3 | -4.2 | 0.0 | 19.7 | -1.0
CC1(C)CC(=O)c2c(O)cc(OCC(=O)Nc3ccc(CCO)cc3)cc2O1 | 11.6 | 1.8 | 5.3 | -1.5 | -1.8 | -2.8 | 0.0 | 69.4 | -6.9
CCc1cccc(CC)c1NC(=S)NCc1ccc2[nH]c(C)cc2c1 | 2.2 | -3.5 | 1.6 | 5.4 | -1.9 | -1.7 | -0.1 | -0.3 | 2.9
COc1ccc(CCNC(=O)CCn2c(=O)c3cccn3c3cccnc32)cc1OC | 4.2 | 10.2 | -1.5 | 1.6 | 1.4 | -2.8 | 0.0 | 16.0 | -0.7
Nc1nonc1-n1nnc(C(=O)N/N=C/c2ccccc2Br)c1CN1CCCC1 | 3.9 | -3.3 | -1.8 | 0.1 | 2.7 | -6.2 | -0.1 | -33.2 | -1.8
C=CCn1c(CCNC(=O)c2ccccc2F)nnc1SCC(=O)Nc1ccc(OC)cc1 | -5.0 | 8.7 | 8.4 | 1.0 | -1.9 | 1.3 | -0.1 | -12.6 | -1.8
CC(=O)Nc1ccccc1N(CC(O)Cn1c2ccccc2c2ccccc21)S(=O)(=O)c1ccc(C)cc1 (configuration not stated) | 5.1 | 2.6 | 5.4 | 4.6 | 0.0 | 1.6 | 0.0 | -6.8 | -2.3
CC(C)Oc1ccc(C2C(C(=O)c3ccco3)=C(O)C(=O)N2Cc2cccnc2)cc1 (configuration not stated) | 5.1 | -9.9 | -46.5 | 0.7 | 2.3 | 0.2 | 0.1 | 10.5 | 7.6
CCC(C)Sc1nc2c(c(=O)[nH]c(=O)n2C)n1C (configuration not stated) | 4.2 | 10.4 | -11.1 | 5.2 | 0.1 | 0.9 | 0.1 | 5.9 | -3.2
CCN(C(=S)Nc1ccccc1F)C1CCCCC1 | 0.6 | -3.2 | 2.2 | 1.1 | 1.8 | -1.2 | 0.0 | 2.3 | -1.6
COc1ccc(CCNC(=O)c2ccc(CS(=O)(=O)c3ccc(Br)cc3)o2)cc1OC | -8.8 | -2.6 | 3.4 | 3.5 | 3.5 | -3.1 | 0.0 | 3.6 | 0.3
COC(=O)c1sc(S(=O)(=O)N2CCN(c3ccc(OC)cc3)CC2)c(C(=O)OC)c1C | -3.5 | -6.1 | 14.4 | 0.6 | -0.3 | 0.2 | 0.1 | 16.3 | -2.7
Cc1nn(-c2ccccc2)c(Cl)c1C1C(C#N)=C(N)OC2=C1C(=O)CC(C)(C)C2 (configuration not stated) | -4.2 | -8.5 | -4.6 | 0.2 | 0.8 | 1.6 | 0.0 | -15.5&-1.9 | 4.6
O=[N+]([O-])c1cc(F)c(N2CCOCC2)cc1N1CCCCC1 | -1.7 | -0.6 | -0.4 | -0.2 | -7.5 | -0.4 | -0.1 | -6.3 | -2.9
CC(Oc1ccccc1)C(=O)NNS(=O)(=O)c1ccc([N+](=O)[O-])cc1 (configuration not stated) | -11.1 | 4.5 | -2.8 | 0.8 | -0.8 | 4.2 | 0.1 | -6.7 | -1.3
CCCCOc1ccc(CSc2nc(C)[nH]c2[N+](=O)[O-])cc1[N+](=O)[O-] | -1.6 | -5.0 | -4.5 | 5.2 | -1.4 | -3.9 | 0.0 | -9.6 | 1.2
CCCN(C(=O)c1cccc(S(=O)(=O)N2CCN(C)CC2)c1)c1c(N)n(Cc2ccccc2)c(=O)[nH]c1=O | -1.6 | 10.7 | 3.7 | -1.8 | -1.4 | 1.0 | 0.1 | -8.2 | -7.1

(cont.)
SMILES | core dimer inh | proCasp3 act | procasp7 counter | PP5 primary | CTSL1 counter | TPT1 inh | Efflux pump inh | GASC-1 inh | PP1 inh
COc1cc(NC(=O)c2cc3cccc(OC)c3o2)cc(C(=O)Nc2cccc(C(F)(F)F)c2)c1 | -1.3 | -3.2 | -0.8 | 4.3 | -5.0 | 2.0 | 0.0 | 6.8 | 1.1
C=C(C)COc1ccc(-c2ncncc2-c2ccccc2OC)c(O)c1 | 0.6 | -4.7 | -0.6 | 2.6 | -5.0 | -0.8 | -0.2 | -7.2 | 2.3
Cc1onc(-c2c(Cl)cccc2Cl)c1C(=O)NCc1ccco1 | 1.4 | 1.5 | 10.4 | -2.0 | -9.9 | -1.8 | -0.1 | -6.5 | -1.6
COc1ccccc1NC(=O)N1CCN(Cc2ccc3c(c2)OCO3)CC1 | -2.9 | 1.2 | 8.9 | 0.6 | -1.1 | 0.6 | 0.0 | 3.9 | -2.8
Cc1ccc(NC(=O)COC(=O)C2CC2(Cl)Cl)cc1C (configuration not stated) | 2.1 | 3.1 | 4.8 | 2.5 | -3.8 | 0.6 | -0.1 | -2.4 | 2.0
COc1ccc(C(=O)N2c3ccccc3CC2C)cc1OC (configuration not stated) | 5.0 | 0.2 | 1.2 | -3.2 | -2.7 | 1.7 | 0.0 | -3.4 | -4.0
CCc1ccc2[nH]cc(S(=O)(=O)c3ccc(C)c(C)c3)c(=O)c2c1 | 4.6 | 0.2 | 6.5 | 0.4 | -3.9 | 2.9 | 0.1 | -7.8 | -0.7
CCOC(=O)Nc1nc(-c2ccccc2)c(C(=O)c2ccc(Cl)cc2)s1 | 14.4 | -1.7 | -3.6 | 3.1 | 0.8 | -2.9 | 0.0 | -2.1 | 2.2
COc1cc(N/N=C(\C)c2ccc(N)cc2)nc(-c2ccccc2)n1 | -2.0 | 0.8 | -3.9 | 2.8 | 0.0 | -0.2 | -0.1 | 2.5 | 1.3
O=C(CSc1ccc(Br)cc1)NC1CCCCCC1 | / | 8.4 | -5.0 | / | / | / | -0.2 | 15.4 | /
Cc1cc(C)c(C(=O)COC(=O)CN2C(=O)NC3(CCCC3)C2=O)cc1C | / | 5.6 | 2.6 | / | / | / | 0.2 | -6.0 | /
CCCCSC1=N/C(=C/c2ccsc2)C(=O)N1c1ccccc1 | 1.2 | -2.1 | -14.1 | 3.2 | 0.3 | -0.7 | 5.8* | 15.0 | -3.3
CCCCCCn1c(=O)c(F)cn(Cc2ccc(OC)c([N+](=O)[O-])c2)c1=O | 3.3 | 3.2 | 1.6 | 6.0 | 1.6 | 4.0 | -0.1 | 5.6 | 5.0
COc1ccc(NC(=S)NNC(=O)OC(C)(C)C)cc1OC | 4.2 | 0.5 | 2.4 | 3.1 | -1.9 | 0.8 | -0.3 | -5.7 | -3.5
CCCCOc1ccc(-c2nnn(CC(=O)c3c[nH]c4ccccc34)n2)cc1 | 5.1 | 7.0 | 6.9 | 3.8 | -0.5 | 18.5 | 0.1 | 0.5 | 2.8
CCOc1ccc(NC(=O)CCSc2ccc(C)cc2)cc1 | -4.6 | -3.1 | -5.9 | 3.9 | 0.6 | -1.7 | 0.0 | 8.5 | 0.9
Cc1ccc(-c2csc3ncnc(NCCC(=O)O)c23)cc1 | 12.2 | -5.7 | 4.8 | 0.4 | 2.0 | -0.3 | -0.1 | -3.3 | 4.6
COc1ccccc1S(=O)Cc1ccc(C(=O)NC2CCCC2)o1 (configuration not stated) | -4.5 | 4.7 | 8.6 | 1.3 | 0.4 | 1.9 | 0.1 | -5.4 | -4.0
CC(NC(=O)c1cccs1)C(c1cccs1)N1CCN(c2ccccc2)CC1 (configuration not stated) | -0.9 | -6.5 | 4.6 | 4.6 | -2.3 | -0.3 | 0.0 | -2.7 | -9.9
CCN1CCN(CCCNc2ncnc3nc[nH]c23)CC1 | -3.5 | 8.6 | 1.1 | -0.7 | 1.5 | -2.6 | 0.1 | -10.7 | -0.2
CC1CC(C)CN(CC(C)(C)NS(=O)(=O)c2ccccc2)C1 (configuration not stated) | -3.0 | -2.6 | -1.2 | -1.4 | -0.4 | 1.0 | 0.0 | 1.2 | -2.0
CCCc1cc(=O)oc2cc(OCC(=O)N3CCOCC3)c(Cl)cc12 | 2.3 | 3.7 | 4.4 | -0.8 | -1.6 | -2.9 | -0.1 | 0.8 | -0.7
